D1 agonist = activates the human D1 dopamine receptor. AID 504660. activation, % at 2 µM. P21728. HEK293 T-REx D1 cells, calcium flux, agonist mode. 360,000 compounds, 1% hits; also: 0% is about no effect
Target sequence (P21728 whole entry, looked up): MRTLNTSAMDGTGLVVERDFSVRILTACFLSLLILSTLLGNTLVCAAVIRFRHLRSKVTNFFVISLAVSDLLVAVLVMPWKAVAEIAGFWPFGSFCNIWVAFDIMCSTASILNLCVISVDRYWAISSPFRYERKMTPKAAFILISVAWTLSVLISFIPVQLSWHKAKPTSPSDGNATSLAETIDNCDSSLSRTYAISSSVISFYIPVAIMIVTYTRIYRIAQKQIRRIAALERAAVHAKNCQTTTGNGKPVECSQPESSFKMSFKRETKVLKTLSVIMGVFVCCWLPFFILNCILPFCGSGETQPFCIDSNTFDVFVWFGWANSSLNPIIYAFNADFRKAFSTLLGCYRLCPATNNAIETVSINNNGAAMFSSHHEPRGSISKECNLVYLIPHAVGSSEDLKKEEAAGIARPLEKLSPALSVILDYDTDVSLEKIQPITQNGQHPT
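Agonism was scored from calcium flux recorded over 180 s (1 read/s) after pintool compound addition, following a 10-cycle baseline. Cells were inducible force-coupled HEK293 TREx D1, plated overnight at 30 C and loaded with no-wash calcium dye.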
D2 antagonist = antagonists of human D2 dopamine receptor. HEK293 TREx D2 cells, calcium flux, dopamine EC80. inhibition, % at 10 µM. 340,000 compounds, 2% hits; in the data active = inhibition above about 30%; also: 0% is about no effect
Target sequence (P14416 whole entry, looked up): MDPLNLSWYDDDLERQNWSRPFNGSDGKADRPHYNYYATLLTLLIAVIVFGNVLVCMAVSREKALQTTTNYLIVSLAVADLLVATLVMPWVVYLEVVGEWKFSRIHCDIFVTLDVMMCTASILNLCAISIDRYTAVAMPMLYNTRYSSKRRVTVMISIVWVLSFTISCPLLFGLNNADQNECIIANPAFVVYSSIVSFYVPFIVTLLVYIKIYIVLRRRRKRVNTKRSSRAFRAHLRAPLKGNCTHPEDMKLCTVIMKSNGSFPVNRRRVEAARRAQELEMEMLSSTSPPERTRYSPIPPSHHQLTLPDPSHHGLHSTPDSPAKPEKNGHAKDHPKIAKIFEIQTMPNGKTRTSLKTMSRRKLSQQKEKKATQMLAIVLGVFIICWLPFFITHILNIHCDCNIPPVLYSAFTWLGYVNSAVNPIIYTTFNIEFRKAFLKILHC
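Overnight-induced (tetracycline, 30 C) HEK293 T-REx cells carrying force-coupled D2 receive a no-wash calcium dye, then compound, then EC80 dopamine at 180 s; signals are read kinetically throughout.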
D1 PAM = enhances dopamine response at the human D1 receptor; potentiation, % at 10 µM; 360,000 compounds, 0.036% hits; HEK293 TREx D1 cells, calcium flux, dopamine EC20 potentiation; in the data active = potentiation above about 30%; also: 0% is about no effect
D2 ag = activates the human D2 dopamine receptor | P14416 | HEK293 T-REx D2 cells, calcium flux agonist mode | activation, % at 2 µM | 340,000 compounds, 0.53% hits;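 active = activation over 3 SD above normal in the single-dose calcium agonist read, cut at about 30% in these data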; also: 0% is about no effect
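Tetracycline-induced HEK293 T-REx cells with force-coupled D2 receptor, plated overnight at 30 C, loaded with no-wash calcium dye. After a 10 s baseline, compound was pin-added and calcium flux read kinetically for 180 s; calcium rises flagged agonists.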
D1 antag = human D1 dopamine receptor antagonism. AID 504652. P21728. activity change, negative = inhibition, % at 10 µM. HEK293 TREx D1 cells, calcium flux, dopamine EC80; hits give low values. 360,000 compounds, 3.2% hits; in the data active = activity change below about -30%; also: % is scaled to controls: 0 for no effect and ±100 for the full control effect
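Tetracycline-induced HEK293 Trex D1 cells, force-coupled to calcium, dye-loaded; compounds added and read 180 s, then EC80 dopamine added and calcium flux tracked kinetically another 180 s.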
TRHR PAM = allosteric enhancers of human TRH receptor; P34981; TRHR cells, fluo-8 calcium fluorescence, EC20 TRH enhancement; enhancement, % at 2 µM; 360,000 compounds, 0.66% hits; AID 493056; in the data active = enhancement above about 30%; also: 0% is about no effect
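Enhancer read-out: after compound pinning and an initial kinetic agonist-mode read, an EC20 of TRH (10 nM final) was injected and fluo-8 calcium signal (Ex 480/Em 530) followed at 1 s/cycle for 100 cycles in TRHR-expressing cells.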
TRHR ag = TRH receptor (human) agonism; P34981; TRHR cells, calcium flux fluo-8, FDSS agonist mode; activation, % at 2 µM; 360,000 compounds, 0.18% hits; AID 493084; also: 0% is about no effect
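Agonist-mode FDSS calcium read (Ex 480/Em 530, 1 s cycles) in 1536-well TRHR cells with fluo-8 dye, after 10-cycle baseline and 23 nL compound addition; TRH at EC20 (10 nM final) added afterwards for the enhancer phase.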
RXFP1 antagonist = RXFP1 (human) relaxin receptor antagonism; HEK293-RXFP1, relaxin-stimulated cAMP HTRF, 30 min; hits give low values; activity change, negative = inhibition, % at 57.5 µM; 350,000 compounds, 0.59% hits; AID 1259400;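 active = activity change of -60% or lower, but not beyond a set lower limit; inconclusive = change between -60% and -40%, or beyond the set limit; inactive = change above -40%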; also: % is scaled to controls: 0 for no effect and ±100 for the full control effect
D2 PAM = D2 dopamine receptor (human) potentiation; HEK293 T-REx D2, calcium flux, EC20 dopamine potentiation; potentiation, % at 10 µM; 340,000 compounds, 0.34% hits; AID 485347;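 active = potentiation over 3 SD above the plate norm, cut at about 30% in these data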; also: 0% is about no effect
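Potentiation of an EC20 dopamine calcium response is measured in a force-coupled, tetracycline-inducible Hek293 Trex D2 line. Compound-only kinetic reads over 180 s flag agonists before dopamine addition.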
Numbers without * were called inactive; ? = inconclusive; / = no result given; & = joins results of further samples. Rule as the data show it, unless noted: active = activation above about 30%; inactive = the rest.

SMILES,D2 PAM,D2 antagonist,D1 agonist,TRHR PAM,D1 PAM,RXFP1 antagonist,D2 ag,D1 antag,TRHR ag
CC1CCN(C(=O)c2cc(-c3ccc(Cl)cc3)on2)CC1,21,/,-2,2,0,/,-0.3,-2,-0.2
CCc1cccc(C)c1N1C(=O)CC(C)(C)CC1=O,3,-8,2,2,-3,7,0.5,-5,0.3
Cc1cc(NS(=O)(=O)c2ccc(NC(=O)CN3C(=O)NC(C)(c4ccccc4)C3=O)cc2)nc(C)n1 (configuration not stated),12,-3,1,1,8,-2,-0.6,10,-0.5
O=C(NN=C(Cc1ccccc1)Cc1ccccc1)c1ccccc1F,1,/,3,0,-2,-6,/,-4,1.6
CCN1C(=O)C(O)(CC(=O)c2cc(C)ccc2C)c2ccccc21 (configuration not stated),8,6,3,2,1,4,-0.4,-9,0.2
Cn1nc(-c2ccccc2F)c2cc(C(=O)Nc3ccc4c(c3)OCCO4)sc21,-5,4,0,1,4,-4,-0.9,21,-0.1
COc1ccc([C@H]2CC(=O)C=C(c3ccc(OC)cc3OC)C2)cc1,0,4,9,-1,2,/,0.9,/,1.2
CCn1c(=O)c(C(=O)NCCN2CCCCC2)c(O)c2ccccc21,-4,1,5,-3,3,-16,0.5,0,-0.2
CN1CCc2c(sc3nc(SCC(N)=O)n(-c4ccc(Cl)cc4)c(=O)c23)C1,-5,0,4,1,6,11,-1.9,-11,-1.8
O=C1CCCc2nc(N3CCc4ccccc43)ncc21,-7,15,-1,6,-2,-11,-0.5,5,-2.7
O=C(Cn1ncc2c3ccccc3n(Cc3ccc(Cl)cc3)c2c1=O)NCCC1=CCCCC1,-4,/,5,-3,-1,4,-0.4,6,1.1
Cc1c(Cl)cn2c(=O)cc(CN3CCN(c4ccccc4)CC3)nc2c1Cl,-27,9,1,4,-1,10,2.0,17,-0.2
CC(NC(=O)Nc1ccc(Cl)cc1)c1ccccc1 (configuration not stated),2,13,16,0,-1,-8,1.7,-24,2.1
CCCCCC(=O)Nc1nc2ccccc2[nH]1,1,20,0,2,-8,10,0.0,-4,0.2
CCN(CC)S(=O)(=O)c1ccc(NC(=O)c2cc(=O)[nH]c3ccccc23)cc1,2,-9,2,-5,-6,1,1.0,7,0.9
COc1ccc(CNC(=O)c2ccc3c(=O)n(CCCN4CCCC4=O)c(=S)[nH]c3c2)cc1,-5,-1,2,-2,-2,-116*,-0.1,3,0.1
CCOC(=O)C(C)(C)Sc1ncnc2nc[nH]c12,8,-3,0,2,4,5,-0.6,5,-0.3
CCOc1ccc(-n2nc(CO)c(C(=O)NCCCc3ccccc3)n2)cc1,7,/,9,-4,-2,-35,0.8,8,0.3
CCOC(=O)c1c(S(=O)(=O)NCC(=O)Nc2cccc(C)c2C)c(C)n(C)c1C,-1,5,2,0,0,-4,0.1,-7,-0.1
CN1/C(=C/C(=O)c2ccc(Cl)cc2)Sc2cc3c(cc21)OCO3,-3,-4,17,-2,-6,-19,0.7,-28,2.0

Two entries from above, with two lines to a compound:
Below each compound: D2 PAM | D2 antagonist | D1 agonist | TRHR PAM | D1 PAM | RXFP1 antagonist | D2 ag | D1 antag | TRHR ag
CCn1c(=O)c(C(=O)NCCN2CCCCC2)c(O)c2ccccc21
→ -4 | 1 | 5 | -3 | 3 | -16 | 0.5 | 0 | -0.2
CN1CCc2c(sc3nc(SCC(N)=O)n(-c4ccc(Cl)cc4)c(=O)c23)C1
→ -5 | 0 | 4 | 1 | 6 | 11 | -1.9 | -11 | -1.8

Next section:
SMILES,D2 PAM,D2 antagonist,D1 agonist,TRHR PAM,D1 PAM,RXFP1 antagonist,D2 ag,D1 antag,TRHR ag
CCNc1c(NCC)c(=O)c1=O,-6,/,3,2,-6,-4,/,-16,-0.1
Cc1onc(-c2c(F)cccc2Cl)c1C(=O)N1CCN(c2ncc(Br)cn2)CC1,0,-6,4,2,4,-13,1.3,8,-0.3
CCOC(=O)c1ccc(NC(=O)CC2C(=O)N(c3cccc(OC)c3)C(=O)N2CCOC)cc1 (configuration not stated),8,4,1,3,-5,-3,0.2,-4,0.4
Cc1ccc([N+](=O)[O-])c2cccnc12,6,-1,0,2,11,-5,0.2,0,-0.3
CCOC(=O)c1c(-c2ccco2)csc1N,13,-10,-2,1,6,-4,0.2,7,-0.3
CCCN(CCC)CC(O)CN1C(=O)N(CN2C(=O)N(CC(O)CN(CCC)CCC)C(=O)C2(C)C)C(C)(C)C1=O (configuration not stated),/,-2,2,14,0,6,-0.9,5,-1.1
COc1ccc(NC(=O)Nc2ccccc2F)cc1Cl,-1,8,4,5,-4,-9,0.8,-23,0.0
CCOC(=O)c1[nH]c(COC(=O)CCOc2ccccc2OC)c(C(=O)OCC)c1C,0,-3,7,12,-2,-3,1.3,0,-0.5
O=[N+]([O-])c1ccccc1S(=O)(=O)Oc1ccccc1/C=N/n1cnnc1,10,11,2,-5,-5,-4,0.4,-1,0.4
Cc1ccc2c(COC(=O)CC3Sc4ccccc4NC3=O)cc(=O)oc2c1C (configuration not stated),-1,9,2,3,-3,3,0.5,4,0.6
CCc1ccc(CN(C)CC(=O)Nc2sccc2C#N)cc1,9,64*,4,5,-9,-8,-0.4,-12,0.2
Cc1cc(C)n2nc(CC(=O)NNC(=O)c3ccc(N(C)C)cc3)nc2n1,9,-11,4,9,-2,-14,0.7,1,2.6
O=C(CSc1nnnn1-c1cccc2ccccc12)Nc1ccc(C(=O)O)cc1,4,-5,9,3,-2,-1,-0.5,21,0.1
CCN(CC)C(=O)c1cncc(C(=O)N(CC)CC)c1-c1ccccc1,-3,14,2,-12,-2,0,0.6,0,0.5
Oc1cccc(NC(=S)N=Nc2c(O)[nH]c3ccc(Br)cc23)c1,24,-6,1,9,-2,?,0.9,1,-0.3
CN(C)/C=N/C(=S)Nc1ccc(F)cc1,1,/,0,8,-3,-14,/,1,0.7
Cc1ccc(Cl)cc1N(CC(=O)NCc1ccccc1)S(C)(=O)=O,11,-19,1,-1,1,-4,0.2,5,0.0
Cc1ccc(N2C(=O)N(CC(=O)Nc3cc(Cl)ccc3C)C(=O)C2C)cc1 (configuration not stated),-3,-13,25,3,14,-7,2.2,30,3.3
CCOc1ccc(NC(=O)C2C(c3ccccc3)C2(Cl)Cl)cc1 (configuration not stated),5,14,2,-9,-12,-14,-0.8,-8,0.3
COC(=O)c1sc(NC(=S)NC(=O)c2ccccc2Cl)nc1C,15,-3,1,10,-9,11,-1.6,21,-0.1

Shown field by field: part of the list above
Molecule: Cc1cc(C)n2nc(CC(=O)NNC(=O)c3ccc(N(C)C)cc3)nc2n1
  D2 PAM = 9
  D2 antagonist = -11
  D1 agonist = 4
  TRHR PAM = 9
  D1 PAM = -2
  RXFP1 antagonist = -14
  D2 ag = 0.7
  D1 antag = 1
  TRHR ag = 2.6
Molecule: O=C(CSc1nnnn1-c1cccc2ccccc12)Nc1ccc(C(=O)O)cc1
  D2 PAM = 4
  D2 antagonist = -5
  D1 agonist = 9
  TRHR PAM = 3
  D1 PAM = -2
  RXFP1 antagonist = -1
  D2 ag = -0.5
  D1 antag = 21
  TRHR ag = 0.1

New compounds follow
SMILES,D2 PAM,D2 antagonist,D1 agonist,TRHR PAM,D1 PAM,RXFP1 antagonist,D2 ag,D1 antag,TRHR ag
Cc1cc(C)c(OCC(=O)OCCNC(=O)c2cccnc2)c(C)c1,-3,7,2,-4,-8,/,-0.6,7,-0.3
COc1ccc(C(=O)Cn2cnc3ccccc3c2=O)cc1OC,2,-14,1,-5,2,-5,1.0,4,0.3
O=[N+]([O-])c1cc([N+](=O)[O-])c(Oc2cc(F)cc(F)c2)cc1NN1CCCCC1,16,1,1,4,-2,/,-1.2,-17,0.1
COc1cc2nc(CN3CCN(S(=O)(=O)c4ccc(C)c(C)c4)CC3)[nH]c(=O)c2cc1OC,32*,-10,0,20,-3,-7,-0.5,13,-2.3
O=C(CN1CCCC1)N/N=C/c1c(O)ccc2ccccc12,-18,-11,10,7,-1,/,0.9,6,1.8
O=C(NCC1CCCO1)C(=O)N/N=C/c1c(F)cccc1Cl (configuration not stated),-7,-12,1,-1,-4,1,0.2,-3,0.0
CCn1cc([N+](=O)[O-])c(C(=O)N2CCCCCC2)n1,-2,-32,4,4,-3,-8,-0.7,-6,0.5
CC(=O)Nc1ccccc1OCc1nnc(-c2cccs2)o1,16,-29,3,4,1,7,0.2,-12,-1.8
COC(=O)c1c(NC(=O)c2ccc(S(=O)(=O)N3CCCC(C)C3)cc2)sc2c1CCN(C(C)C)C2 (configuration not stated),-11,/,-1,8,-2,/,-1.0,-4,7.4
O=C(CSc1nnc(NC(=O)Nc2ccccc2)s1)Nc1cccc(F)c1,-2,/,2,-3,0,-5,1.2,/,0.6
O=C(NCC(c1ccc2c(c1)OCO2)N1CCOCC1)c1ccccc1 (configuration not stated),-3,/,2,1,2,-1,1.1,-1,0.0
COc1c(C(C)C)oc2cc3oc(=O)ccc3cc12,-6,2,1,-2,-2,2,0.1,10,-0.6
COC(=O)c1ccc(CSc2ncn[nH]2)o1,/,/,0,4,-4,-3,/,-12,0.7
COc1cccc(C2C3CN(C)CC=C3C(C#N)=C(N)C2(C#N)C#N)c1OC (configuration not stated),1,-18,28,-4,-1,1,8.3,-6,8.5
O=[N+]([O-])c1cccc(NN=Nc2ccccc2)c1,-5,-3,4,2,-9,-13,-0.5,-26,-0.7
COC(=O)CSc1nc2cc3c(cc2cc1C#N)OCO3,-5,3,1,-7,1,/,0.5,1,0.8
O=C(COC(=O)c1ccccc1-n1cnnn1)c1ccc(Br)cc1,-2,2,0,-2,2,-9,0.6,-15,-0.6
COc1ccc(N2CCN(S(=O)(=O)c3ccc(-c4cc(C(F)(F)F)on4)s3)CC2)cc1,-1,/,2,4,-1,9,0.1,-10,0.5
Cc1ccc(F)cc1NC(=O)CN1CCN(c2ccccn2)CC1,-8,50*,2,0,1,-20,27,-19,-0.3
COc1ccc(OC)c(CNC(=O)CCCn2c(=O)c3cccn3c3cccnc32)c1,7,/,3,-2,-3,-5,-0.3,-15,-0.2
COc1ccccc1/C=C1\SC(=O)N(CCC(=O)NCCCn2ccnc2)C1=O,14,1,0,1,14,9,-1.0,-9,-0.6
O=C1c2ccccc2C(=O)N1CC(=O)N1c2ccccc2Sc2ccccc21,17,22,5,-3,-2,0,-0.2,-7,0.3
CCOC(=O)N1CCC(NC(=O)c2cnn(-c3cccc(C)c3)c2C2CCN(C(=O)OC(C)(C)C)CC2)CC1,-9,/,-1,6,-1,-7,0.6,-2,-0.4
Nc1c(Cl)ncnc1N1CCN(c2ncnc(Cl)c2N)CC1,-2,-11,1,-7,-6,1,0.4,-4,1.0
O=C(NC(=S)Nc1ccccn1)c1ccccc1,13,-9,0,7,0,6,-0.7,11,-1.0
COCCN=C1N[C@@H](c2ccccc2)C(C(=O)OC)=C(C)N1Cc1ccccc1,2,-4,2&8,25&-1,-3&3,/,1.0,-4&7,0.8&0.7
CCN(Cc1nc2ccccc2c(=O)[nH]1)C(=O)c1cccc(S(=O)(=O)N2CCc3ccccc32)c1,0,47*,0,-10,1,10,-0.3,23,-1.0
Cc1ccccc1NC(=O)C1CC(Cl)=CCC1C(=O)O (configuration not stated),9,0,4,6,0,11,-1.0,3,0.3

From PubChem BioAssay
